KB-V1 MDR tox – KB-V1 MDR subline cytotoxicity; KB-V1 MDR cells viability, CellTiter-Glo, 72 h; Potency, µM (top dose mostly 46.1 µM), without a hit: at the highest dose activity change, negative = cytotoxicity, hits mostly cytotoxic; hit rate 3.4% among 400,000; further: potency means the concentration at half of the fitted maximal effect; on the % scale 0 is the no-effect control and ±100 the full control effect; nearly all actives have a fitted effect of over 60% in size
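In this primary screen, KB-V1 cells overexpressing P-gp are incubated with library compounds (lowest to highest concentration) for 72 h at 37 degrees C before a luminescent ATP viability read.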
HT1080NT lethal – kills 2HG-producing HT-1080-NT fibrosarcoma cells | Potency, µM (top dose mostly 46.1 µM), for the others: at the top dose activity, negative = less viability, most hits filed as cytotoxic | AID 686970 | hit rate 1.6% among 360,000 | HT-1080-NT fibrosarcoma viability, CellTiter-Glo ATP luminescence, 48 h;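 further: NT is the 2HG producing partner of a matched IDH1 knockdown line; potency means the concentration at half of the fitted maximal effect; 0% = DMSO-treated cells and -100% = media-only wells without cells; nearly all actives have a fitted effect of over 55% in size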
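Viability of the 2HG-overproducing fibrosarcoma line after 48 hours of compound exposure at 37 degrees C was determined by luminescence with CellTiter-Glo, and concentration-effect curves were then fitted and categorized.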
IL-1B inflam inh – inhibitors of inflammasome signaling (IL-1 beta secretion). THP-1 LPS/ATP IL-1B secretion, AlphaLISA, 16 h; hits give low values. activity change, % at 57.5 µM. hit rate 4.7% among 360,000. AID 743279; in the data active means activity change below about -50%; inconclusive means mostly about -30% to -49%; further: on the % scale 0 is the no-effect control and ±100 the full control effect
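THP-1 cells pretreated 1 hr with compounds (up to 57.5 uM final), then stimulated with LPS (250 ng/mL final) plus ATP (1.25 mM final); secreted IL-1B measured by AlphaLISA after 16 hr, decreased signal indicating inhibition.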
SW480 rerep – inducers of DNA re-replication in SW480 colon cancer cells; SW480 DNA re-replication, Hoechst DNA content imaging, 48 h; Potency, µM (highest dose often 46.1 µM), for the others: at the top dose re-replication activation, actives largely listed as activators; hit rate 1.8% among 340,000; further: potency means the concentration at half of the fitted maximal effect; % of control where 0% means no effect; nearly all actives have a fitted effect of over 55% in size
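Quantitative HTS format with DMSO vehicle controls; 48 hr drug incubation at 37 C, then 40 min Hoechst staining and scanning imager measurement at 405 nm excitation.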
MCF10A rerep – inducers of DNA re-replication in MCF 10A breast cells; MCF 10A DNA re-replication, Hoechst nuclear intensity, 48 h; Potency, µM (series often up to 46.1 µM), for inactives: at the top dose activity, positive = re-replication, actives largely listed as activators; AID 624296; hit rate 2.9% among 350,000; further: potency means the concentration at half of the fitted maximal effect; % of control where 0% means no effect; nearly all actives have a fitted effect of over 50% in size
HT1080 IDH1KD tx – kills HT-1080 cells with IDH1 knockdown | hit rate 2% among 360,000 | Potency, µM (top dose mostly 46.1 µM), for the others: at the top dose activity, negative = toxicity, most hits filed as cytotoxic | AID 686971 | HT-1080 IDH1 knockdown viability, ATP luminescence, 48 h;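 further: potency means the concentration at half of the fitted maximal effect; 0% = DMSO wells and -100% = cell-free medium wells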
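Luminescent ATP read-out (CellTiter-Glo, 10 min at room temperature) after 48 h compound exposure at 37 °C gave viability of IDH1-knockdown HT-1080 cells. Activity was normalised to DMSO and cell-free wells, then fitted as concentration-response curves.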
KB-3-1 cytotox – kills parental KB-3-1 adenocarcinoma cells | hit rate 1.4% among 400,000 | Potency, µM (doses to about 46.1 µM), for inactives: top-dose activity change, negative = cytotoxic, actives largely listed as cytotoxic | KB-3-1 viability, CellTiter-Glo ATP luminescence, 72 h; further: potency means the concentration at half of the fitted maximal effect; on the % scale 0 is the no-effect control and ±100 the full control effect; nearly all actives have a fitted effect of over 60% in size
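KB-3-1 parental drug-naive adenocarcinoma cells in DMEM/10% FBS, incubated 72 h at 37 C with pin-transferred compounds across a concentration series. Viability by CellTiter-Glo luminescence; concentration-response curves fitted after normalization.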
GLP1R cytotox – cytotoxic in the GLP-1 receptor inverse agonist counter-screen | Potency, µM (titrated, usually from 38.3 µM), for inactives: at the highest dose activity change, negative = inhibition, usual class: inhibitors | hit rate 0.13% among 410,000 | HEK293 cAMP-luciferase reporter cells, luminescence, 24 h;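 further: loss of luciferase light is scored as toxicity; potency means the concentration at half of the fitted maximal effect; on the % scale 0 is the no-effect control and ±100 the full control effect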
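Seeding density was 200 cells/uL; after overnight-length (12 h) culture, 23 nL compounds went on for 24 h at 37 °C. Readout used a luciferase detection reagent, luminescence taken after 12 min at room temperature.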
D3 ag – D3 dopamine receptor (human) agonism. D3R DiscoveRx beta-arrestin cells, luminescence, 90 min. max activation, %. hit rate 0.58% among 410,000. P35462; in the data active means max activation above about 30%; further: 0% is about no effect; mostly tested at two doses, the higher about 12 µM
Target sequence (P35462 whole entry, looked up): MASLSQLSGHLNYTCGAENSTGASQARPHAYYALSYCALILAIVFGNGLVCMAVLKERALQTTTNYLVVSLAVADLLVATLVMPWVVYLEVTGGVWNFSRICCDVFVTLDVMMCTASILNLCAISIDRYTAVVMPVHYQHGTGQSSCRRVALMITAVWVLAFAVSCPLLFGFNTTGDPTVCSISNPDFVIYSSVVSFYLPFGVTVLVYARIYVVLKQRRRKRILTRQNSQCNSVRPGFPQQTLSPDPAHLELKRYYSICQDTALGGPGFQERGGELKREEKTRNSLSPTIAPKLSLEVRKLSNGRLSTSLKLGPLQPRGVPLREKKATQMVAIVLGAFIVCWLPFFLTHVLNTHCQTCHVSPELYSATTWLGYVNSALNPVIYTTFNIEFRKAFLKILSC
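Cells at 1500/well, incubated overnight, then treated with pinned compounds (dopamine as control) for 90 min at 37 degrees C. DiscoveRx reagent added for 30 - 60 minutes at room temperature; luminescence read.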
* hit, by the source's call; & = joins results of further samples. Unless noted, the call rests on the fitted dose curve; in most records, active means well fitted curve in the direction sought with a large enough effect; inconclusive means small, poorly fitted or top-dose-only effect, or another doubt; inactive means no such curve, though single readings can be large; an effect the other way counts as inactive or inconclusive.

Screening O=C(Nc1ccc(N2CCCCC2)cc1)c1cc(S(=O)(=O)N2CCOCC2)ccc1F returned KB-V1 MDR tox inconclusive, HT1080NT lethal 4%, IL-1B inflam inh -28, SW480 rerep 28%, MCF10A rerep 3%, HT1080 IDH1KD tx -12%, KB-3-1 cytotox 11%, GLP1R cytotox -31% and D3 ag -4.
For O=S(=O)(NC1CCCCC1Oc1ccccc1)c1ccc(Cl)cc1 (stereo unspecified) the results were KB-V1 MDR tox inconclusive, HT1080NT lethal inconclusive, IL-1B inflam inh 13, SW480 rerep 1%, MCF10A rerep inconclusive, HT1080 IDH1KD tx inconclusive, KB-3-1 cytotox -19%, GLP1R cytotox 7% and D3 ag -16.
FC(F)(F)c1cc(-c2cccs2)nc(N2CCOCC2)n1 was read as KB-V1 MDR tox -18%, HT1080NT lethal -11%, IL-1B inflam inh 10, SW480 rerep -6%, MCF10A rerep inconclusive, HT1080 IDH1KD tx -16%, KB-3-1 cytotox -5%, GLP1R cytotox 20% and D3 ag 5.
O=C(CN1C(=O)COc2ccc(Cl)cc21)Nc1ccc(F)cc1 was read as KB-V1 MDR tox 0%, KB-3-1 cytotox 1%, GLP1R cytotox 2% and D3 ag 5.
For COc1cc(/C=C2/NC(=O)NC2=O)cc(Br)c1OCc1ccccc1 the results were KB-V1 MDR tox inconclusive, HT1080NT lethal -3%, IL-1B inflam inh 18, SW480 rerep inconclusive, MCF10A rerep inconclusive, HT1080 IDH1KD tx -7%, KB-3-1 cytotox 2%, GLP1R cytotox -5% and D3 ag 1.
Screening CNC(=O)CSc1nnc(-c2ccco2)n1-c1ccccc1 returned KB-V1 MDR tox 1%, HT1080NT lethal -1%, IL-1B inflam inh -8, SW480 rerep 1%, MCF10A rerep -10%, HT1080 IDH1KD tx 3%, KB-3-1 cytotox -9%, GLP1R cytotox -8% and D3 ag 9.
`O=C(O)c1cccc(NC(=O)C23CC4CC(C2)CC(n2cnc(Cl)n2)(C4)C3)c1` gave KB-V1 MDR tox inconclusive, HT1080NT lethal 7%, IL-1B inflam inh 16, SW480 rerep -4%, MCF10A rerep 1%, HT1080 IDH1KD tx 5%, KB-3-1 cytotox -1%, GLP1R cytotox 10% and D3 ag 1.
Screening COc1cccc(-c2nnc(N(C)C(=O)C3CCOC3)s2)c1 (stereo unspecified) returned KB-V1 MDR tox 8%, HT1080NT lethal 13%, IL-1B inflam inh -25, SW480 rerep 1%, MCF10A rerep inconclusive, HT1080 IDH1KD tx 6%, KB-3-1 cytotox 2%, GLP1R cytotox -8% and D3 ag 1.
Screening Cc1occc1C(=O)NCc1ccccc1F returned KB-V1 MDR tox -23%, HT1080NT lethal -3%, IL-1B inflam inh -5, SW480 rerep 0%, MCF10A rerep 3%, HT1080 IDH1KD tx 18%, KB-3-1 cytotox 7%, GLP1R cytotox 4% and D3 ag 0.
Screening COc1ccc(C(=O)N/C(=C\c2ccccc2)C(=O)NC(CC(C)C)C(=O)O)cc1 (stereo unspecified) returned KB-V1 MDR tox 0%, HT1080NT lethal 2%, IL-1B inflam inh -14, SW480 rerep 6%, MCF10A rerep -2%, HT1080 IDH1KD tx 13%, KB-3-1 cytotox -3%, GLP1R cytotox 0% and D3 ag -9.
C#CCOc1ccc(/C=C2/C(=O)NN(c3ccccc3)C2=O)cc1OC was read as KB-V1 MDR tox 8%, HT1080NT lethal inconclusive, IL-1B inflam inh 11, SW480 rerep 0%, MCF10A rerep 13%, HT1080 IDH1KD tx -30%, KB-3-1 cytotox -3%, GLP1R cytotox -20% and D3 ag 0.
`CN(C)CCCN(C(=O)c1ccco1)c1nc2c(F)cc(F)cc2s1` gave KB-V1 MDR tox -22%, HT1080NT lethal -29%, IL-1B inflam inh -25, SW480 rerep -4%, MCF10A rerep 1%, HT1080 IDH1KD tx -18%, KB-3-1 cytotox -2%, GLP1R cytotox -29% and D3 ag -2.
Screening COc1cc(S(=O)(=O)NC(C)C)ccc1Cl returned KB-V1 MDR tox -13%, HT1080NT lethal -12%, IL-1B inflam inh -1, SW480 rerep -8%, MCF10A rerep -2%, HT1080 IDH1KD tx inconclusive, KB-3-1 cytotox -2%, GLP1R cytotox 2% and D3 ag -22.
For Cc1ccc(NC(=O)CN(C)S(=O)(=O)c2cnc[nH]2)cc1 the results were KB-V1 MDR tox inconclusive, KB-3-1 cytotox 3%, GLP1R cytotox -14% and D3 ag -15.
`COCCOc1ccc(C(F)(F)F)cc1NC(=O)c1ccccc1F` gave KB-V1 MDR tox -14%, HT1080NT lethal -3%, IL-1B inflam inh 2, SW480 rerep -11%, MCF10A rerep -1%, HT1080 IDH1KD tx -5%, KB-3-1 cytotox 11%, GLP1R cytotox -8% and D3 ag -18.
COc1ccccc1N1CCN(c2nnc(-c3ccc(F)cc3)c3ccccc23)CC1 was read as KB-V1 MDR tox -15%, HT1080NT lethal 15%, IL-1B inflam inh -4, SW480 rerep -4%, MCF10A rerep 7%, HT1080 IDH1KD tx 17%, KB-3-1 cytotox inconclusive, GLP1R cytotox 4% and D3 ag -2.
CC(C)(C)N(Cc1ccccc1)C(=O)COC(=O)CN1C(=O)NC2(CCCC2)C1=O was read as HT1080NT lethal 7%, IL-1B inflam inh 4, SW480 rerep 0%, MCF10A rerep 2%, HT1080 IDH1KD tx 0%, GLP1R cytotox -2% and D3 ag -2.
CCn1c(=O)c(C(=O)NCc2ccc(F)cc2)c(O)c2ccccc21 was read as KB-V1 MDR tox 2%, HT1080NT lethal -6%, IL-1B inflam inh 102, SW480 rerep -6%, MCF10A rerep -5%, HT1080 IDH1KD tx 1%, KB-3-1 cytotox -4%, GLP1R cytotox -9% and D3 ag 3.
For O=C(Nc1ccccc1)[C@@H]1CC=C[C@@H]2CCN(C3CCCCC3)C(=O)[C@@H]21 the results were KB-V1 MDR tox inconclusive, HT1080NT lethal 13%, IL-1B inflam inh -13, SW480 rerep 15%, MCF10A rerep -7%, HT1080 IDH1KD tx 10%, KB-3-1 cytotox 19%&15%, GLP1R cytotox 2% and D3 ag 4.
For CN(CC(=O)Nc1ccccc1Cl)C(=O)CN1C(=O)C2CC=CCC2C1=O (stereo unspecified) the results were KB-V1 MDR tox 0%, HT1080NT lethal -2%, IL-1B inflam inh -4, SW480 rerep 16%, MCF10A rerep 1%, HT1080 IDH1KD tx 2%, KB-3-1 cytotox -11%, GLP1R cytotox -16% and D3 ag 3.

Looked up by compound from the entries so far, two records:
`CN(C)CCCN(C(=O)c1ccco1)c1nc2c(F)cc(F)cc2s1` gave KB-V1 MDR tox -22%, HT1080NT lethal -29%, IL-1B inflam inh -25, SW480 rerep -4%, MCF10A rerep 1%, HT1080 IDH1KD tx -18%, KB-3-1 cytotox -2%, GLP1R cytotox -29% and D3 ag -2.
O=C(CN1C(=O)COc2ccc(Cl)cc21)Nc1ccc(F)cc1 was read as KB-V1 MDR tox 0%, KB-3-1 cytotox 1%, GLP1R cytotox 2% and D3 ag 5.

Next part.
For N#Cc1cccnc1N1CCN(C(C(=O)NC2CCCC2)c2ccc(F)cc2)CC1 (stereo unspecified) the results were KB-V1 MDR tox -20%, HT1080NT lethal 1%, IL-1B inflam inh 0, HT1080 IDH1KD tx 8%, KB-3-1 cytotox 12%, GLP1R cytotox 3% and D3 ag 2.
Screening C[C@H](CO)N1C[C@H](C)[C@@H](CN(C)Cc2ccccn2)Oc2ncc(-c3ccccc3)cc2C1=O returned KB-V1 MDR tox -7%, HT1080NT lethal -10%, IL-1B inflam inh -13, HT1080 IDH1KD tx 7%, KB-3-1 cytotox -10%, GLP1R cytotox 3% and D3 ag -9.
Screening O=S(=O)(Nc1cccc2ccccc12)N1CCCC1 returned KB-V1 MDR tox inconclusive, HT1080NT lethal -12%, IL-1B inflam inh 4, SW480 rerep 5%, MCF10A rerep 8.2µM*, HT1080 IDH1KD tx -13%, KB-3-1 cytotox 16%, GLP1R cytotox 3% and D3 ag -6.
For O=S(=O)(c1ccc(F)cc1)N1CCC(O)(c2ccc3c(c2)OCO3)CC1 the results were KB-V1 MDR tox inconclusive, HT1080NT lethal 4%, IL-1B inflam inh 13, SW480 rerep 1%, MCF10A rerep 0%, HT1080 IDH1KD tx 8%, KB-3-1 cytotox -11%, GLP1R cytotox -11% and D3 ag -4.
`Cc1nc(N2CCN(Cc3ccc4c(c3)OCO4)CC2)nc2c1C(=O)CC(c1ccco1)C2` (stereo unspecified) gave KB-V1 MDR tox inconclusive, HT1080NT lethal 2%, IL-1B inflam inh -21, SW480 rerep 17%, MCF10A rerep 20%, HT1080 IDH1KD tx -14%, KB-3-1 cytotox inconclusive, GLP1R cytotox 2% and D3 ag -51.
For C[C@@H]1CN([C@@H](C)CO)C(=O)c2cc(C#CC3CCCCC3)cnc2O[C@@H]1CN(C)S(=O)(=O)c1ccc(F)cc1 the results were KB-V1 MDR tox inconclusive, HT1080NT lethal -29%, IL-1B inflam inh -53*, HT1080 IDH1KD tx -29%, KB-3-1 cytotox -8%, GLP1R cytotox -29% and D3 ag -2.
Cc1ccc(N(CC(=O)N2CCCC2)S(C)(=O)=O)c(C)c1 was read as KB-V1 MDR tox 1%, HT1080NT lethal 17%, IL-1B inflam inh 16, SW480 rerep -3%, MCF10A rerep 0%, HT1080 IDH1KD tx 23%, KB-3-1 cytotox -7%, GLP1R cytotox -8% and D3 ag -1.
O=S(=O)(Nc1cccc(-n2cnnn2)c1)c1ccccc1F was read as KB-V1 MDR tox inconclusive, HT1080NT lethal 2%, IL-1B inflam inh 1, SW480 rerep -14%, MCF10A rerep -5%, HT1080 IDH1KD tx 2%, KB-3-1 cytotox 0%, GLP1R cytotox -12% and D3 ag -2.
`CC1CCN(S(=O)(=O)c2cc(Br)cc(C(=O)NC3=NCCS3)c2)CC1` gave KB-V1 MDR tox -6%, HT1080NT lethal -1%, IL-1B inflam inh 14, SW480 rerep 3%, MCF10A rerep 7%, HT1080 IDH1KD tx -1%, KB-3-1 cytotox 6%, GLP1R cytotox -3% and D3 ag 2.

Screening data as filed in PubChem BioAssay.
